Screens (PubChem)
Thrombin inh: human alpha-thrombin inhibitors, primary screen, counter-screen for coagulation protease inhibitor project, biochemical, 1536-well, fluorogenic AMC substrate; AID 1046, 2008; Boc-VPR-AMC fluorogenic substrate cleavage; Prothrombin (Homo sapiens), P00734; inhibition, % at 5 µM; 220,000 tested, 0.26% active;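 active means inhibition at or above 40%; inactive means inhibition below 40%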;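 further: 0% = enzyme with no compound and 100% = wells without enzyme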
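Test system: human alpha-thrombin; medium: pH 7.5 Tris-saline with Tween 20; times: reaction at room temperature; signal: AMC fluorescence at 355 nm excitation and 460 nm emission; also added: Boc-VPR-AMC substrate, 15 µM final; dosing: one concentration per compound, 5 µM, with 0.2% DMSO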
zVAD death inh: inhibitors of zVAD-triggered necroptosis, primary screen, L929 cells; L929 zVAD necroptosis rescue, ATP luminescence, 24 h; with zVAD 60 µM; viability rescue, % at 10 µM; 220,000 tested, 0.38% active; AID 1377, 2008;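 active means activation, scaled between plate controls, above about 75%, limit read from the data; inactive means activation under that limit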;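 further: 0% = zVAD with DMSO and 100% = DMSO alone without zVAD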
Hck Nef HTS: inhibitors of Nef-activated human Hck kinase, primary screen, biochemical, Z-Lyte FRET, 384-well, Hck-YEEI; Tyrosine-protein kinase HCK (Homo sapiens), P08631; Recombinant Hck-YEEI plus Nef, Z-Lyte FRET kinase assay; inhibition, % at 20 µM; 220,000 tested, 0.68% active; AID 463187, 2010;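 active means Hck-Nef kinase inhibition above about 50%, limit read from the data; inactive means inhibition below that limit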;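 further: 0% = DMSO with Hck plus Nef and 100% = Hck alone without Nef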
Target sequence (P08631 whole entry, looked up): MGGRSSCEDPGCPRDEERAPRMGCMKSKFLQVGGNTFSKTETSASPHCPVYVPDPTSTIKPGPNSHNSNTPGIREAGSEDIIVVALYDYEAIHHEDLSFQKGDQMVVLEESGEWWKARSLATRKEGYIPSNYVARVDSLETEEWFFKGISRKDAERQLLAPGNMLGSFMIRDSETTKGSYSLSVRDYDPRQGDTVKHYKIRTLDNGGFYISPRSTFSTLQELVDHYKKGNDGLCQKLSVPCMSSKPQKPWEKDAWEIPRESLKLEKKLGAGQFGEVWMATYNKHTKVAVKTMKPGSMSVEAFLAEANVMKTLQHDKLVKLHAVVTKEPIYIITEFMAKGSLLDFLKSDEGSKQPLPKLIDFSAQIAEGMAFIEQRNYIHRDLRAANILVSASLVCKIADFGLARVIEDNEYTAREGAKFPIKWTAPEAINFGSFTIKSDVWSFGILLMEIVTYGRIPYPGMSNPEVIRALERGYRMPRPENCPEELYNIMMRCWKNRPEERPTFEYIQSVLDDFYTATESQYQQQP
Rad51 HR inh: human RAD51 strand exchange inhibitors, primary screen, biochemical, fluorescence; hRad51 DNA strand exchange, fluorescence dequenching; 200,000 tested, 0.085% active; DNA repair protein RAD51 homolog 1 (Homo sapiens), Q06609; inhibition, % at 10 µM;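 active means inhibition above 40% at the single screening dose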;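 further: 0% = DMSO control wells and 100% = blanks with heterologous ssDNA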
Target sequence (Q06609 whole entry, looked up): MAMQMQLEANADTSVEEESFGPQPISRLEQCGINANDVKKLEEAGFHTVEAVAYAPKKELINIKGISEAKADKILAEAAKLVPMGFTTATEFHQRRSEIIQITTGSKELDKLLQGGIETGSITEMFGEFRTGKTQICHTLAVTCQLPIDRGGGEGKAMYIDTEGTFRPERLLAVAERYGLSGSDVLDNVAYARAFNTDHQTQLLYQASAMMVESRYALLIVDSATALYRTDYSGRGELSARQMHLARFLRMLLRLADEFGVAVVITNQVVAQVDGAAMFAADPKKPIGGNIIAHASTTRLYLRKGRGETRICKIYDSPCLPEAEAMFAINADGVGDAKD
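Material: hRad51 filaments on single-stranded DNA; Reagent: Donor/quencher-labelled 47-bp dsDNA substrate; Compound: 10 µM final, single point; Schedule: 37 °C 15-min filament assembly, 30-min compound preincubation, 15-min exchange; Technique: FRET fluorescence, excitation 485 nm, emission 520 nm; Benchmarks: control wells and blank wells on each plate.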
FXIIa inh: human FXIIa protease inhibitors, primary screen, biochemical, 1536-well | Coagulation factor XII (Homo sapiens), P00748 | purified FXIIa, Boc-QGR-AMC fluorogenic substrate, 2 h | inhibition, % at 5 µM | 220,000 tested, 0.3% active; in the data active means inhibition above about 40%;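 further: 0% = enzyme with no compound and 100% = blank without enzyme; many of its hits are not listed in these tables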
FXIa inh: human FXIa protease inhibitors, primary screen, biochemical, 1536-well; Coagulation factor XI (Homo sapiens), P03951; purified FXIa, Boc-Glu-Ala-Arg-AMC fluorogenic substrate; inhibition, % at 5 µM; 220,000 tested, 0.14% active;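 active means inhibition of at least 40%; inactive means inhibition below 40%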;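 further: fluorescence of freed AMC excited at 355 nm; 0% = enzyme without compound and 100% = no enzyme blank; many of its hits are not listed in these tables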
TNF necrop inh: inhibitors of TNF-alpha triggered necroptosis, primary screen, cell-based, Jurkat FADD-/-, single concentration | Jurkat FADD-/- TNF necroptosis rescue, ATP luminescence, 24 h; 0 = TNF only, 100 = no-TNF cells | activation (protection from cell death), % at 10 µM | 220,000 tested, 0.068% active;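 active means activation, meaning protection from cell death, of at least 50% relative to plate controls; inactive means activation below 50%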;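 further: necroptosis triggered by 40 ng/mL TNF-alpha added together with compound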
Cl transport mod: KCC2 cotransporter modulators, thallium flux, primary screen, cell-based, HEK293 KCC2, FluoZin-2 fluorescence, MLSMR; AID 1456, 2008; 190,000 tested, 2.2% active; KCC2 cells, thallium flux FluoZin-2 fluorescence; Solute carrier family 12 member 5 (Homo sapiens), Q9H2X9; B-score of Tl+ flux slope (higher = more flux/activation; lower = inhibition) at 10 µM;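 active means thallium flux slope and its plate-corrected score both differing from the plate sample mean at a set confidence after two filtering rounds, in either direction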;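 further: slope of fluorescence scaled to starting intensity during 10 to 20 s after thallium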
KLK5 inh: human KLK5 protease inhibitors, primary screen, biochemical, 1536-well; Kallikrein-5 (Homo sapiens), Q9Y337; recombinant hK5, fluorogenic AMC substrate cleavage; inhibition, % at 5 µM; 210,000 tested, 0.59% active;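 active means inhibition of 40% or more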;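 further: 0% = enzyme controls without compound and 100% = no-enzyme blanks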
Target sequence (Q9Y337 67-293 limits assumed): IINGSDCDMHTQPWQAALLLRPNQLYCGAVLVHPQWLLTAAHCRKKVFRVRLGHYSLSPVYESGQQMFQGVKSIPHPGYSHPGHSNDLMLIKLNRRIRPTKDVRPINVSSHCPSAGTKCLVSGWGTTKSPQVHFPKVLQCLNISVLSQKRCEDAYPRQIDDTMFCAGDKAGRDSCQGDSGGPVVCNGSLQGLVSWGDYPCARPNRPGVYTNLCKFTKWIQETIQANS
* hit, by the source's call; i = inactive; nt = no result given; & = joins results of further samples.

Every second line gives: TNF necrop inh	FXIa inh	Rad51 HR inh	Hck Nef HTS	KLK5 inh	Thrombin inh	Cl transport mod	FXIIa inh	zVAD death inh
COc1cc(C2NC(=O)NC(C)=C2C(=O)OCC2CCCO2)cc(OC)c1OC (stereo unspecified)
  0.7	-3.8	-1.1	18.9	-0.8	2.1	0.75	3.1	1.6
COc1ccc(CC(C#N)(CO)c2nc3ccccc3[nH]2)cc1 (stereo unspecified)
  1.9	7.3	-13.3	1.1	2.7	-2.8	-0.45	5.9	-0.6
COc1ccc(C(=S)N2CCN(c3cccc(Cl)c3)CC2)cc1
  3.0&2.6	5.3	23.3	11.4&26.6	1.1	-1.3	0.696&-1.65	13.2	0.3&-0.1
COc1ccccc1NS(=O)(=O)c1cc(NC(=O)Nc2ccc(Cl)cc2Cl)ccc1N1CCCCC1
  0.2	6.6	0.5	6.5	-17.4	-12.8	1.39	3.7	0.1
Cc1ccc(Sc2ccc(NC(=O)CCl)cc2)c(C)c1
  -8.5	3.2	-7.1	2.0	-23.5	-1.6	1.15	5.7	1.6
O=C(NCc1ccccc1Cl)c1ccccc1CCc1ccccc1
  0.3	-5.6	-9.6	0.4	-19.9	-4.4	-1.73	0.8	0.7
COCCNC(=O)c1ccccc1NC(=O)c1cccc([N+](=O)[O-])c1C
  1.1	-5.8	-1.6	17.0	-6.7	-1.6	nt	-2.5	0.6
Cc1ccc2c(c1)CCCN2C(=O)C1CCCO1 (stereo unspecified)
  0.0	-7.0	4.4	3.5	-3.1	5.2	0.438	13.2	-0.5
CCOC(=O)COn1c(=O)c(-c2cc3ccccc3o2)[n+]([O-])c2ccccc21
  -3.0	26.6	-13.4	1.7	2.1	16.8	-0.406	22.7	1.7
COc1ccc(/C=C/C(=O)OCC(=O)NCc2ccco2)cc1OC
  -0.8	8.0	4.3	3.7	-13.8	-3.1	0.0315	4.2	0.7
O=C(/C=C/c1ccco1)NCCc1ccccc1
  -1.6	-4.6	-1.7	23.6	-3.3	-8.7	-0.989	8.2	0.5
CCCC(=O)N1CCN(S(=O)(=O)c2cc(Cl)ccc2OC)CC1
  0.9	5.3	7.6	1.4	-14.0	0.9	nt	9.8	0.0
CN1CCN(CC(=O)C23CC4CC(CC(C4)C2)C3)CC1
  0.6	5.5	-12.2	2.1	4.6	2.9	nt	7.6	0.5
Cc1nnsc1C(=O)NCc1c(F)cccc1Cl
  72.6*	-3.8	1.5	2.0	0.5	-0.1	0.221	8.2	0.3
Cc1ccc(S(=O)(=O)N2CCCC2C(=O)NCCc2ccccc2)cc1 (stereo unspecified)
  0.5	-4.6	-0.2	12.7	-2.1	-8.8	-0.00839	2.3	2.9
CCCC(=O)NNC(=O)CCC(=O)Nc1ccccc1Cl
  1.5	-4.1	8.9	7.9	-9.5	-17.4	-0.169	-0.4	-1.3
O=C(CSc1nc(N2CCCCC2)nc(N2CCCCC2)n1)N1CCN(c2ccccc2)CC1
  2.5	10.1	7.3	2.9	0.8	-1.3	0.392	12.9	1.9
CC1(OC(=O)C2CCCC2)C(=O)C=C2C=C(c3ccsc3)N(C3CC3)C=C2C1=O (stereo unspecified)
  3.0	1.1	0.1	19.9	-0.8	-1.3	0.978	5.1	0.3
CCCCCCCC(=O)NNC(=O)c1ccc(F)cc1
  -1.1	11.0	0.7	-2.1	-3.2	0.9	0.0107	28.2	-0.3
CC(C)Cn1cc(F)c(=O)n(CC(C)C)c1=O
  0.0	0.7	-13.5	24.1	-3.0	0.3	-0.854	9.9	12.6
COc1ccc(CC(=O)NCc2ccc3c(c2)OCO3)cc1
  2.1	-1.4	-2.0	6.3	-5.5	-1.3	-0.19	10.1	0.3
CCC(c1n[nH]c(=S)n1-c1ccccc1)N(C)C (stereo unspecified)
  0.2	6.0	5.3	0.4	-5.6	-17.0	0.0787	10.4	0.4
CCc1nnc(NC(=O)CSc2ccc(-c3ccccc3OC)nn2)s1
  3.8	-1.2	-11.2	18.4	-3.5	-19.7	-2.95	7.8	-0.3
Cc1ccc(NC(=S)NCc2ccccc2Cl)c(C)c1
  -14.4	3.2	nt	2.7	-19.3	-1.0	0.0378	12.0	-1.0
O=C(CN1CCN(S(=O)(=O)c2ccccc2[N+](=O)[O-])CC1)NC(=O)NCc1ccco1
  0.1	4.9	-3.4	30.3	0.8	-5.9	-0.348	7.0	-0.2
CC1CCN(C(=O)CN2C(=O)c3cccc4cccc(c34)C2=O)CC1
  0.6	-6.4	-1.6	14.2	-1.5	-26.7	-4.6	7.7	1.1
CCOc1ccc(NC(=O)C(=O)N/N=C/c2cccnc2)cc1
  -1.2	-2.4	3.2	30.8	1.0	-4.4	-1.51	3.2	-0.2
O=C(NCC1CCCN(Cc2cccc(C(F)(F)F)c2)C1)c1ccc(F)cc1 (stereo unspecified)
  4.4	-1.3	-1.9	15.8	-0.4	-4.7	-0.705	8.9	0.5
CCOC(=O)c1cc(-c2ccco2)nn1-c1ccc(C)cc1
  15.5	-0.2	-0.9	4.8	1.8	-2.3	-0.388	9.6	3.2
CC(C)(C)N(NC(=O)Nc1ccc(F)cc1)C(=O)c1ccccc1
  2.0	5.1	7.5	10.4	-2.5	-0.7	1.84	9.3	0.4
O=C(Nc1c(-c2ccccc2)nc2c(Br)cc(Br)cn12)c1ccco1
  0.2	-2.4	1.7	-0.2	6.2	-4.4	0.0295	-1.2	-0.3
CC(C)c1onc(C(=O)N2CCN(C(c3ccccc3)c3ccccc3)CC2)c1[N+](=O)[O-]
  -1.5	6.1	nt	-10.1	-6.6	-0.8	-0.735	17.2	nt
CC1CCCCC12NC(=O)N(Cn1nnc3ccccc3c1=O)C2=O (stereo unspecified)
  1.0	-1.9	4.6	2.0	-10.6	-3.4	nt	2.3	2.6
COc1ccc(-c2nnn(CC(=O)c3ccc4c(c3)OCCO4)n2)cc1OC
  0.7	11.1	-0.9	-0.7	7.3	35.9	0.693	14.4	3.4
COc1ccc(N(CC(=O)NN=C2CCCC2)S(=O)(=O)c2ccccc2)cc1Cl
  2.8	-8.3	0.0	1.5	-32.5	-6.1	0.283	-3.8	0.0
COc1ccc(Cc2nnn(CC(=O)O)n2)cc1
  0.8	-8.0	-2.9	4.7	-18.2	-3.7	nt	10.9	2.1
Cc1ccc2nsnc2c1S(=O)(=O)N1CCN(C(=O)C2CCCO2)CC1 (stereo unspecified)
  1.1	-5.0	2.2	-5.4	-14.6	-5.0	1.71	4.6	0.0
O=C(Nc1nccs1)C1CC(=O)N(c2ccc(Cl)cc2)C1 (stereo unspecified)
  0.9	-0.8	0.9	-2.8	-1.9	-1.2	-0.114	9.9	1.0
CC(C)(C)C(=O)NC(=S)Nc1ccccn1
  0.0	-1.0	-8.3	-18.2	1.6	-9.9	i	nt	-0.2
CCC(OC(=O)c1nsc(Cl)c1Cl)C(=O)NCc1cccs1 (stereo unspecified)
  -1.1	10.6	2.5	7.9	-4.0	1.0	0.666	17.8	-0.1
C=C1N(C)c2cc([N+](=O)[O-])c(N)cc2C1(C)C
  1.5	4.8	-0.8	29.7	6.6	11.6	0.308	14.3	11.2
CCCCc1ccc(NC(=S)NCCO)cc1
  -1.6	-3.0	nt	3.5	nt	-3.9	1.72	1.4	0.2
CCOC(=O)N1CCN(C(=O)c2ccc3c(c2)sc2nc(-c4ccccc4)cn23)CC1
  -5.4	-6.9	-5.1	0.1	-8.0	-6.4	0.141	-1.6	-0.3
Cc1ccc(-c2nnc(N3CCN(C(=O)COc4cccc(C)c4)CC3)c3ccccc23)cc1
  -6.6	-0.1	6.8	13.6	-0.2	-5.5	-1.32	4.0	-0.3
O=C(C1=C[C@H](c2csc3ccccc23)C[C@H](OCCCCO)O1)N1CCN(Cc2ccc3c(c2)OCO3)CC1
  -1.5	-2.8	-8.7	-5.5	-3.6	-6.0	0.0426	1.7	0.0
Cc1cc(=O)[nH]c2cc(O)ccc12
  0.0	-28.3	9.2	9.6	-277.6	-3.0	-0.294	0.7	0.1
O=C(NCc1cccnc1)c1ccc(S(=O)(=O)N2CCOCC2)cc1
  0.1	3.9	3.3	0.2	0.0	-20.2	0.397	-0.3	0.8
CC(=O)Nc1ccc(NS(=O)(=O)C(F)(F)F)cc1
  0.5	-13.3	-4.4	0.1	-22.8	-9.6	0.358	-3.1	0.3
COc1cc(-c2nc(-c3cccnc3)no2)cc(OC)c1OC
  5.1	5.4	nt	4.3	-6.6	1.9	-2.93	7.6	0.3
COc1ccccc1C(CCNS(=O)(=O)c1ccc(C)cc1)c1ccco1 (stereo unspecified)
  0.3	7.6	nt	2.8	-23.8	-5.9	-0.899	9.1	0.1
CSc1cccc(NC(=O)CSc2ncccc2C(=O)Oc2cccc([N+](=O)[O-])c2)c1
  0.6	0.6	nt	-0.5	-17.6	-2.1	0.637	13.1	-0.1
COCc1c(C(=O)OCC(=O)N2c3ccccc3CC2C)oc2ccccc12 (stereo unspecified)
  -0.1	5.4	-5.7	1.2	-14.7	-5.5	-0.737	12.3	0.0
NC(=O)[C@H]1CC2(CC(c3cccc(NC(=O)[C@H]4CCC(=O)N4)c3)=NO2)CN1C(=O)c1ccccc1 (stereo partly specified)
  -0.5	2.0	4.0	29.5	6.5	-0.2	-0.056	6.8	-0.2
N#CCSc1nc2ccc(N3CCCCC3)cc2c(=O)n1Cc1ccccc1
  1.2	-10.5	0.9	4.8	-17.7	0.7	1.4	-10.6	0.8
COc1ccc(/C=N/NC(=O)c2cccc(NC(=O)c3ccc(Cl)cc3)c2)c(OC)c1
  4.4	-4.6	11.6	5.4	-13.0	-1.4	0.675	3.8	nt
CCN(CC)c1ccc(C(=O)OCC(=O)c2ccco2)cc1
  0.9	1.6	0.0	0.5	-1.7	4.0	-0.325	0.0	0.3
Nn1c(=O)[nH]c2c([nH]c3ccccc32)c1=O
  2.1	0.9	-4.8	29.5	-6.2	-2.9	0.229	-3.4	2.0

Part of the list above in order of heavy-atom count, rising.
Every second line gives: TNF necrop inh	FXIa inh	Rad51 HR inh	Hck Nef HTS	KLK5 inh	Thrombin inh	Cl transport mod	FXIIa inh	zVAD death inh
CC(=O)Nc1ccc(NS(=O)(=O)C(F)(F)F)cc1
  0.5	-13.3	-4.4	0.1	-22.8	-9.6	0.358	-3.1	0.3
COc1cc(-c2nc(-c3cccnc3)no2)cc(OC)c1OC
  5.1	5.4	nt	4.3	-6.6	1.9	-2.93	7.6	0.3
O=C(NCc1cccnc1)c1ccc(S(=O)(=O)N2CCOCC2)cc1
  0.1	3.9	3.3	0.2	0.0	-20.2	0.397	-0.3	0.8

Not all compounds are listed; the hit share may differ from the screen's.
